RGS4 pot = RGS4 potentiators or activators, primary screen, cell-based, HEK293 M3R inducible RGS4, calcium flux; carbachol calcium flux Fluo4; stronger effect = lower value; B-score at 10 µM; hit rate 0.92% among 310,000;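 active = B-score of the integrated calcium signal more than 4 SD below the library mean, with starting fluorescence not abnormally high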;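 note: negative B-score means reduced calcium response which marks RGS4 activation or potentiation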
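Assay system: HEK293 FlpIn-TREx cells, stable M3R, doxycycline-inducible RGS4 / Probe or stimulus: carbachol, ECmax concentration / Times: overnight RGS4 induction, 30 min dye load 37 °C, 20 min compound RT / Signal: kinetic calcium fluorescence imaging with Fluo4-AM dye, 2 µM / Measure: Agonist-evoked peak-minus-minimum fluorescence over baseline, integrated ratio, B score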
KCNQ1 inh = inhibitors of human KCNQ1 channel, primary screen, cell-based, thallium flux, high-throughput | B-score at 10 µM | hit rate 1.3% among 310,000 | CHO-K1 KCNQ1, FluxOR thallium flux fluorescence; stronger effect = higher value | AID 2642, 2010 | Potassium voltage-gated channel subfamily KQT member 1 (Homo sapiens), P51787;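 active = compounds whose thallium flux B-score, printed positive for inhibition, exceeds three library SD while starting fluorescence stays within three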;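 note: channel opened by potassium depolarization with thallium stimulus after 20 min compound exposure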
PolyA inh = polyadenylation inhibitors in yeast reporter cells, primary screen, luminescence, S. cerevisiae. S. cerevisiae SKY197-pL101 polyadenylation reporter, beta-gal luminescence; efflux-impaired pdr1/pdr3 knockout yeast; score 100 = 6 SD above DMSO. calls only at 12 µM. hit rate 0.02% among 300,000. AID 1875, 2009;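 active = lowest replicate activity score at least 50, where 100 means six control SD above control mean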;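 note: yeast exposed to compound for 9 h at 30 °C; higher score means more reporter readthrough which indicates perturbed polyadenylation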
RGS4 block = RGS4 inhibitors, primary screen, cell-based, HEK293 M3R inducible RGS4, calcium flux | Regulator of G-protein signaling 4 (Homo sapiens), P49798 | Fluo-4 calcium flux; stronger effect = higher value; triggered by carbachol at its EC20 | B-score at 10 µM | hit rate 0.45% among 310,000 | AID 463165, 2010;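 active = B-score, a plate-corrected calcium signal, over three deviations above library mean, with baseline fluorescence within five deviations of library mean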;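 note: RGS4 expression induced by doxycycline in cells with stable M3 receptor; B-score is computed from the integrated fluorescence ratio over baseline after carbachol; higher B-score means a larger calcium signal and so more RGS4 inhibition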
Target sequence (P49798 whole entry, looked up): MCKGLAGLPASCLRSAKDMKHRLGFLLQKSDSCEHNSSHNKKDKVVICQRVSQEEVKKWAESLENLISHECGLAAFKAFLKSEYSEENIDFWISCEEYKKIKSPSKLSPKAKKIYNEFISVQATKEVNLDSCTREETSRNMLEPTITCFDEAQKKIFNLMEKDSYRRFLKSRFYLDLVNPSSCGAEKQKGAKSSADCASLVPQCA
hERG protect = hERG rescue from dofetilide block, primary screen, cell-based, CHO-hERG, FluxOR thallium flux, dofetilide IC70 | dofetilide IC70 present | hit rate 0.51% among 310,000 | activation (rescue from dofetilide block), less the hit threshold, % at 10 µM | AID 1511, 2009 | Voltage-gated inwardly rectifying potassium channel KCNH2 (Homo sapiens), Q12809;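 active = activation above the mean of controls blocked by dofetilide plus 5 SD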;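 note: thallium influx through hERG after potassium depolarization seen as dye fluorescence rise; in these data hits start at about 4.7%; inactives centre near -7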
KCNQ1 act = potentiators or activators of KCNQ1 channel, primary screen, cell-based, thallium flux, high-throughput | CHO-K1 KCNQ1, thallium flux FluxOR fluorescence; stronger effect = higher value | B-score at 10 µM | hit rate 0.35% among 310,000 | AID 2648, 2010;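 active = fluorescence ratio B-score, a plate-corrected score, at least three library SD, with initial intensity B-score within 5 SD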
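Test system: CHO-K1 cells stably expressing KCNQ1 / Medium: assay buffer / Also added: depolarizing K+/Tl+ stimulus, K2SO4 and Tl2SO4 each 12.5 mM in 5x stock / Incubation: 90 min dye loading and 20 min compound exposure, both at room temperature / Signal: thallium influx via FluxOR fluorescence, kinetic imaging / Evaluation: B score of baseline-normalized fluorescence ratio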
GSK3A inh = blockers of GSK3A enzyme activity – biochemical, luminescence, cell-free homogeneous, HTS, primary screen | hit rate 0.1% among 320,000 | GSK-3 alpha kinase, ADP-Glo luminescence, 60 min | inhibition, % at 10 µM | AID 2650, 2010 | Glycogen synthase kinase-3 alpha (Homo sapiens), P49840;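 in the data active = inhibition above about 50%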;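 note: GST-tagged GSK-3 alpha with peptide substrate and 25 µM ATP; 0% = DMSO neutral wells and 100% = GW8510 positive control wells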
Dyrk1A ADPGlo = rat Dyrk1A kinase inhibitors, primary screen, biochemical, single point, plate reader; Dual specificity tyrosine-phosphorylation-regulated kinase 1A (Rattus norvegicus), Q63470; ADP-Glo luminescence, NFATc1 peptide; inhibition, % at 12.5 µM; hit rate 0.43% among 310,000; AID 504441, 2011; in the data active = inhibition above about 50%;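 note: plate controls were vehicle with enzyme for no effect and no enzyme for full effect; many of its hits are not listed in these tables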
GSK3B inh = human GSK3beta kinase inhibitors, primary screen, biochemical, cell-free homogeneous, HTS. Glycogen synthase kinase-3 beta (Homo sapiens), P49841. GST-GSK3beta kinase, ADP-Glo luminescence, 60 min; stronger effect = lower value. activity score (negative = inhibition), % at 10 µM. hit rate 0.038% among 300,000;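 active = more than half of replicate wells score below -50%, meaning over 50% inhibition versus plate controls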;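 note: 0% = median DMSO wells and -100% = median GW8510 positive control wells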
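Assay system: GST-tagged human GSK3beta kinase, cell-free; Input: 1.6 ng GSK3beta; Medium: Tris/MgCl2 kinase buffer; Timing: 60 min enzyme reaction, room temperature; Signal: ADP-Glo luminescence quantifying ADP generated by kinase; Evaluation: score relative to plate controls; Benchmarks: DMSO neutral wells and GW8510 at 20 µM as positive.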
KCNK3 inh = human KCNK3 channel inhibitors, primary screen, CHO cells, FluxOR thallium flux, B-score. hit rate 0.84% among 340,000. FluxOR fluorescence; stronger effect = lower value. B-score at 10 µM. Potassium channel subfamily K member 3 (Homo sapiens), O14649;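 active = B-score under library mean minus 4 SD, starting fluorescence ratio at most library mean plus 5 SD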;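 note: more negative B-score means stronger inhibition of thallium flux through KCNK3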
Target sequence (O14649 whole entry, looked up): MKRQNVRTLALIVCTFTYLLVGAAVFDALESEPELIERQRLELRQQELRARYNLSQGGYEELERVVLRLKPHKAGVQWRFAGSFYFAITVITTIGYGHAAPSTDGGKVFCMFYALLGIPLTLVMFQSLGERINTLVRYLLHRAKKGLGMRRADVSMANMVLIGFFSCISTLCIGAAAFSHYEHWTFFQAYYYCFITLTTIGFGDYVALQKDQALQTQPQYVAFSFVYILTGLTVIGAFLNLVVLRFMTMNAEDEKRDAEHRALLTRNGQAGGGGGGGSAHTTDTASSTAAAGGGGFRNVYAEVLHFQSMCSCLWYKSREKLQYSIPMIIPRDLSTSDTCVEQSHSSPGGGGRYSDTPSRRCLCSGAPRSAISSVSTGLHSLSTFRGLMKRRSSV
KCNK9 block = KCNK9 potassium channel inhibitors, primary screen, HEK293 cells, thallium flux | Potassium channel subfamily K member 9 (Homo sapiens), Q9NPC2 | FluxOR thallium flux fluorescence; stronger effect = lower value | B-score at 10 µM | hit rate 1.2% among 310,000 | AID 488922, 2010;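 active = ratio B-score over 3 SD below the library mean, with starting fluorescence within 5 SD of its mean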;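 note: negative B-score means less thallium flux so channel inhibition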
Target sequence (Q9NPC2 whole entry, looked up): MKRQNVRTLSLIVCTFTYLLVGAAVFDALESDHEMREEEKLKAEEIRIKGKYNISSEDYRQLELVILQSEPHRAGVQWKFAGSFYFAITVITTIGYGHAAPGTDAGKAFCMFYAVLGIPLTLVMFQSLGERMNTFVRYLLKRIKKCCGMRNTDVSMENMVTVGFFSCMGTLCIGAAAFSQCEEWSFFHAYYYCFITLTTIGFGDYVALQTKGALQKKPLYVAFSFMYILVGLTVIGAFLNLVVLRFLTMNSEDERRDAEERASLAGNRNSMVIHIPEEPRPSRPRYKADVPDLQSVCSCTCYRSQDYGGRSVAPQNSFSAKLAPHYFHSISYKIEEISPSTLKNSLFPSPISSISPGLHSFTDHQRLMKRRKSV
* = called active by the depositor; i = inactive; · = no result given. This is a subset; the hit share may differ from the screen's.

A first look (2 entries):
SMILES	RGS4 pot	KCNQ1 inh	PolyA inh	RGS4 block	hERG protect	KCNQ1 act	GSK3A inh	Dyrk1A ADPGlo	GSK3B inh	KCNK3 inh	KCNK9 block
O=C(CCc1ccccc1)NCCS(=O)(=O)N1CCN(c2ccccc2)CC1	i	i	i	i	-5.3	i	-1.5	17.6	-2.3	i	i
COc1cc(C2NC(=S)NC3=C2C(=O)CCC3)ccc1O (stereo not given)	i	i	i	i	-3.3	i	-2.6	17.7	-3.3	i	i

The listing, previewed entries included:
SMILES	RGS4 pot	KCNQ1 inh	PolyA inh	RGS4 block	hERG protect	KCNQ1 act	GSK3A inh	Dyrk1A ADPGlo	GSK3B inh	KCNK3 inh	KCNK9 block
O=C(CCc1ccccc1)NCCS(=O)(=O)N1CCN(c2ccccc2)CC1	i	i	i	i	-5.3	i	-1.5	17.6	-2.3	i	i
COc1cc(C2NC(=S)NC3=C2C(=O)CCC3)ccc1O (stereo not given)	i	i	i	i	-3.3	i	-2.6	17.7	-3.3	i	i
COCCCn1c(SCC(=O)NCc2ccco2)nc2sc3c(c2c1=O)CCC3	i	i	i	i	-22.0	i	1.1	-1.4	1.8	i	i
CCOc1nc(C)ccc1-c1noc(-c2ccccn2)n1	i	i	i	i	-11.4	i	·	-3.1	-2.2	i	i
CCCCNC(=S)N/N=C/c1ccc(C)s1	i	i	i	i	-12.2	i	-1.7	5.1	0.5	i	i
COc1ccccc1-c1nc(SCC(=O)N(C)c2ccccc2)c2c(=O)n(C)c(=O)n(C)c2n1	i	i	i	i	-25.6	i	-1.8	4.8	3.1	i	i
CCOC(=O)c1sc2ncn(C(CC)C(=O)OCC)c(=O)c2c1C (stereo not given)	i	i	i	i	-6.9	i	-1.5	5.6	1.3	i	i
Fc1ccc(NC(=S)Nc2ccccc2N2CCOCC2)cc1Cl	i	9*	i	i	-22.4	i	0.7	7.7	1.9	i	i
O=C(C1CCN(S(=O)(=O)N2CCC3(CC2)OCCO3)CC1)N1CCCCC1	i	i	i	i	-9.9	i	-1.2	-8.0	1.8	i	i
CCn1cc(C2Nc3ccccc3C(=O)N2O)c(C)n1 (stereo not given)	i	i	i	i	0.1	i	·	3.6	-5.1	i	i
Cc1cc(NC(=O)CSc2nc3ccsc3c(=O)n2Cc2ccccn2)n[nH]1	i	i	i	i	-10.8	i	-1.3	-0.4	-13.1	i	i
CCN1C(=O)c2cccc3c(S(=O)(=O)Nc4ccc(OC)cc4OC)ccc1c23	i	i	i	i	-5.3	i	-3.1	0.1	-0.5	i	i
COc1ccc(CNC(=O)C(=O)NCC2OCCCN2S(=O)(=O)c2cccs2)cc1 (stereo not given)	i	i	i	i	-13.6	i	-0.6	-2.9	0.6	i	i
Cc1nc([N+](=O)[O-])cn1-c1nc2ccccn2c1[N+](=O)[O-]	i	i	i	i	0.8	i	-0.3	2.6	0.3	i	i
CCN(CC)CCN(Cc1cc2ccc(C)c(C)c2[nH]c1=O)C(=S)NCc1ccco1	i	i	i	i	-9.0	i	2.8	16.3	-1.4	i	i
N#Cc1ccsc1NC(=O)CN1CCCCC1	i	i	i	i	-0.8	i	2.6	1.6	-0.1	i	i
COc1ccc(CNC(=O)CCC(=O)Nc2nnc(C(F)(F)F)s2)cc1	i	i	i	i	-6.2	i	-1.8	-0.7	-0.6	i	i
COc1cc(-c2noc(C)c2C#Cc2ccsc2)cc(OC)c1OC	i	i	i	i	-10.1	i	-0.6	·	1.9	i	i
COc1ccc(CCNCC(=O)Nc2ccc(C)c(S(=O)(=O)N(C)C)c2)cc1	i	i	i	i	-13.0	i	2.2	·	0.3	i	i
N[C@@H](Cc1cc(I)c(Oc2cc(I)c(O)c(I)c2)c(I)c1)C(=O)O	i	i	i	i	-6.0	i	-1.3	·	-1.0	·	i
O=C(COC(=O)c1cccc(Br)c1)NCCNC(=O)COC(=O)c1cccc(Br)c1	i	i	i	i	-3.1	i	-3.8	2.1	4.8	i	i
Cc1nc2cc(C(=O)N3CCN(C)CC3)ccc2n1C	i	i	i	i	-6.7	i	0.3	-4.9	1.6	i	i
C/C(=N\Nc1ccc(C(=O)c2c(C)cc3ccccn23)cc1[N+](=O)[O-])c1ccc(O)cc1	i	i	i	i	-12.0	i	1.1	-2.9	-2.3	i	i
O=C(NCCCN1CCCC1=O)Nc1ccccc1Cl	i	i	i	i	-8.5	i	-1.1	-0.1	5.2	i	i
COc1ccc(NC(=O)Cn2c(=O)n(-c3ccccc3)c(=O)c3oc4ccccc4c32)c(OC)c1	i	i	i	i	-9.6	i	-1.8	-8.7	0.2	i	i
CCOC(=O)Cc1csc(NS(=O)(=O)c2ccc(NC(C)=O)cc2)n1	i	i	i	i	-1.9	i	-0.7	1.2	-1.3	i	i
C=CCn1c(N2CCCC2)nc2c1c(=O)n(C)c(=O)n2C	i	i	i	i	-1.5	i	7.4	0.4	2.2	i	i
Cc1ccc(Nc2nnc(-c3ccc(N4CCOCC4)c([N+](=O)[O-])c3)c3ccccc23)cc1	i	7*	i	i	-9.9	i	0.3	1.9	-2.3	i	i
Cn1nccc1C(=O)N/N=C/c1ccccc1[N+](=O)[O-]	i	i	i	i	-10.4	i	-1.5	1.2	6.5	i	i
Cc1nc2sc(C(N)=O)c(N)c2c(C)c1CC(=O)c1ccccc1	i	i	i	i	-4.8	i	5.6	-3.7	-5.9	i	i
CC(C)(C)OC(=O)N1CCC(c2c(C(=O)NC3CC3)cnn2-c2ccc(Cl)cc2)CC1	i	i	i	i	-6.8	i	-6.8	-6.8	6.1	i	i
O=C(C1CCCN(C2CC(=O)N(c3ccc(F)cc3)C2=O)C1)N1CCCC1 (stereo not given)	i	i	i	i	-3.8	i	-1.8	-4.6	2.4	i	i
CCCC(=O)N/C(N)=N/c1nc2ccccc2o1	i	i	i	i	-5.7	i	-2.2	11.3	-1.7	i	i
COC(=O)c1ccc(NC(CC(C)C)C(=O)OC)c([N+](=O)[O-])c1 (stereo not given)	i	i	i	i	-6.4	i	0.5	-3.8	1.1	i	i
CCCOP(=O)(c1ccc(N(C)C)cc1)C(O)c1ccncc1 (stereo not given)	i	i	·	i	-6.8	i	-1.0	·	0.2	i	i
CC(C)=CCc1c(O)ccc2c1OC(c1ccc(O)c(O)c1)CC2=O (stereo not given)	-8.7*	i	i	i	-37.8	i	76.0*	64.5*	-50.2*	-12.4*	-6.63*
O=C(Nc1nncs1)c1cccc(S(=O)(=O)N2CCCCC2)c1	i	i	i	i	-7.2	i	-2.3	3.5	0.0	i	i
CC(=O)NCCc1ccc(C(=O)Cn2cnc3ccccc3c2=O)cc1	i	i	i	i	-1.5	i	0.5	6.6	0.3	i	i
O=C(CCNC(=O)c1ccc([N+](=O)[O-])cc1)Nc1ccccc1N1CCCCC1	i	i	i	i	-6.2	i	-1.1	6.3	·	i	i
FC(F)(F)c1cccc(Cn2nnnc2-c2cc(Cl)cc(Cl)c2)c1	i	i	i	i	-5.8	i	1.0	9.1	-4.2	i	i
CN1CCN(S(=O)(=O)c2ccc(Oc3ccc(F)cc3Br)nc2)CC1	i	i	i	i	-8.9	i	2.3	-2.7	1.3	i	i
COc1ccc(C(C)=O)cc1CN1C(=O)NC(c2ccccc2)(c2ccccc2)C1=O	i	i	i	i	-4.0	i	0.3	-2.7	-0.8	i	i
O=C(Nc1cc(S(=O)(=O)N2CCOCC2)ccc1Cl)C1CCC1	i	i	i	i	-10.9	i	1.2	6.8	0.9	i	i
O=c1[nH]c(-c2ccc(Cl)cc2)nc(=S)[nH]1	i	i	i	i	-3.8	i	-3.1	7.1	-2.6	i	i
CCOC(=O)C1(CC2CCCCO2)CCN(Cc2cn[nH]c2-c2cccc(F)c2)CC1 (stereo not given)	i	i	i	i	-12.4	i	-0.9	7.3	-0.4	i	i
Cc1cc(N2C(=O)C(O)=C(C(=O)c3cc4ccccc4o3)C2c2cccs2)no1 (stereo not given)	i	i	i	i	-4.8	i	0.5	-0.9	2.7	i	i
COc1ccc(CCNC(=O)C(=O)c2cn(CC(=O)N3CCOCC3)c3ccccc23)cc1	i	i	i	i	-3.8	i	-0.1	-2.7	1.7	i	i
O=C(Nc1cc(S(=O)(=O)N2CCOCC2)ccc1N1CCCC1)c1cccnc1Cl	i	i	i	i	-11.9	i	0.4	5.8	-7.4	i	i
O=C1CC(NNC(=O)c2ccccc2)C(=O)N1 (stereo not given)	i	i	i	i	-10.5	i	0.6	-1.4	-2.0	i	i
CC(C)C(NC(=O)c1ccc(C(C)(C)C)cc1)C(=O)OCC(=O)NC(=O)Cc1ccccc1 (stereo not given)	i	i	i	i	-3.5	i	-0.8	0.4	3.6	i	i
Cc1nn(Cc2ccccc2)c2sc(C(=O)NCc3cccnc3)cc12	i	i	i	i	-16.1	i	2.3	-1.0	-0.4	i	i
COc1ccccc1N=C1NC(=O)/C(=C/c2ccc(N(C)C)cc2)S1	i	i	i	i	-2.3	i	-1.4	14.8	4.1	i	i
CN(c1ccccc1)S(=O)(=O)c1ccc(Cl)c(C(=O)Nc2nn[nH]n2)c1	i	i	i	i	-5.8	i	-2.2	1.5	1.1	i	i
